# Pf growth 96h = P. falciparum growth inhibition at 96 hours; P. falciparum luciferase reporter growth, 96 h; Potency, µM (doses to about 28.7 µM), for inactives: at the highest dose activity change, negative = inhibition, actives largely listed as inhibitors; 320,000 compounds, 6.9% hits; further: potency means the concentration at half of the fitted maximal effect; on the % scale 0 is the no-effect control and ±100 the full control effect
#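 Readout is luminescence from an integrated firefly luciferase in P. falciparum. Red cells, 2% hematocrit and 0.05% parasitemia final, were cultured with compound through two parasite generations (96 hours) at 37 C, 5% CO2.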
# CHX counter = counter-screen for Shiga toxin inhibitors: cycloheximide protein synthesis inhibition; cell reporter, cycloheximide protein synthesis inhibition counterscreen; max response, %; 300,000 compounds, 12% hits; in the data active means max response mostly above about 13%, no sharp cut-off; inactive means mostly below about 14%; further: read at 38.3 µM for the half of the compounds with a filed dose; 0% is about no effect
# Pf growth 48h = P. falciparum growth inhibition at 48 hours (one generation). AID 504832. 310,000 compounds, 5.9% hits. P. falciparum luciferase growth in erythrocytes, 48 h. Potency, µM (doses to about 28.7 µM), without a hit: top-dose activity change, negative = inhibition, hits mostly inhibitors; further: potency means the concentration at half of the fitted maximal effect; on the % scale 0 is the no-effect control and ±100 the full control effect
#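 Firefly luciferase activity from engineered P. falciparum reports growth; inhibitors lower the luminescent signal. Cultures contained 2% hematocrit erythrocytes at 0.1% final parasitemia.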
# AmpC no deterg = inhibitors of E. coli AmpC beta-lactamase without detergent; 330,000 compounds, 0.52% hits; AmpC nitrocefin hydrolysis, absorbance 480 nm, 0.0001% Triton; P00811; AID 485341; Potency, µM (doses to about 57.1 µM), for the others: at the highest dose activity change, negative = inhibition, hits mostly inhibitors;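 further: potency means the concentration at half of the fitted maximal effect; plate controls were no compound for no effect and no enzyme for full effect; nearly all actives have a fitted effect of over 20% in size; some results filed as inactive show a strong effect at the top dose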
#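 20 mM phosphate pH 7.0 + 0.01% (detergent screen) or 0.0001% Triton X-100; 5.3 nM AmpC reagent; cpd preinc 15 min RT; nitrocefin (800 uM stock) to start; A480 q20 s × 4 min; Activity was normalised to no-enzyme and no-compound control wells.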
# LmPK inhibitor = inhibitors of Leishmania mexicana pyruvate kinase; Q27686; purified LmPK, Kinase-Glo ATP luminescence, 1 h; Potency, µM (top dose mostly 57.5 µM), for the others: at the top dose activity change, negative = inhibition, actives largely listed as inhibitors; 290,000 compounds, 0.37% hits; AID 1721; further: potency means the concentration at half of the fitted maximal effect; on the % scale 0 is the no-effect control and ±100 the full control effect
#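 ATP generated from ADP (0.1 mM) and PEP (0.5 mM) by 0.1 nM LmPK over 1 h at room temperature (pH 7.2 imidazole buffer) was detected by coupled luciferase luminescence. Values were normalized to uninhibited and no-enzyme wells.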
# TbPYK inhibitor = blocks Trypanosoma brucei pyruvate kinase; Potency, µM (series often up to 76.8 µM), for inactives: at the top dose activity, negative = inhibition, usual class: inhibitors; 410,000 compounds, 0.12% hits; TbPYK enzyme, Kinase-Glo Plus ATP luminescence, 45 min; Q57TT1; further: potency means the concentration at half of the fitted maximal effect; on the % scale 0 is the no-effect control and ±100 the full control effect; nearly all actives have a fitted effect of over 50% in size
#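 ADP (130 uM final) triggers the TbPYK reaction after compound addition; incubation is 45 min at room temperature. Kinase-Glo Plus is then added and luminescence imaged. Normalized data are fitted to concentration-effect curves.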
# Shiga toxin inh = inhibitors of Shiga toxin in Vero cells; Vero cells, Shiga toxin protein synthesis inhibition reporter; inhibition, % at 38.7 µM; 290,000 compounds, 9.2% hits; in the data active means inhibition mostly above about 28%, no sharp cut-off; inactive means mostly below about 43%; further: 0% is about no effect
# The depositor's hits bear a star; ? = inconclusive; . = no result given; [ ] = another dose, or the depositor's remark. Unless noted, the call rests on the fitted dose curve; in most records, active means well fitted curve in the direction sought with a large enough effect; inconclusive means small, poorly fitted or top-dose-only effect, or another doubt; inactive means no such curve, though single readings can be large; an effect the other way counts as inactive or inconclusive.
SMILES,Pf growth 96h,CHX counter,Pf growth 48h,AmpC no deterg,LmPK inhibitor,TbPYK inhibitor,Shiga toxin inh
COCCN(C(=O)COC(=O)c1cccnc1SC)c1c(N)n(Cc2ccccc2)c(=O)[nH]c1=O,0%,.,1%,16%,.,4%,.
CN(Cc1c(F)cccc1Cl)C(=O)CCc1c[nH]c2ccccc12,?,7,-14%,-35%,0%,2%,11
Cc1ccc(S(=O)(=O)N2CCN(C(=O)c3ccc4ccccc4n3)CC2)c(C)c1,-15%,.,57%[activator],35%,.,1%,.
CC(C)CCOc1ccc(/C=N/N2C(=O)CSC2=S)cc1,51%[activator],-3,13%,-48%,-1%,-2%,-13
O=S(=O)(c1cccc(-c2nnc(SC(F)F)n2-c2ccccc2)c1)N1CCCCC1,7.4µM*,-4,12µM*,59%,1%,-11%,-16
O=C(/C=C/c1cccc(OCc2ccccc2)c1)c1cccnc1,166%[activator],8,7%,37%,-1%,2%,-11
Cc1ccccc1N1C(=O)NC(=O)/C(=C/c2ccc(N3CCOCC3)o2)C1=O,-6%,-1,2%,-35%,2%,-4%,-8
CCN(CC)CCN(Cc1cc2cc(C)cc(C)c2[nH]c1=O)C(=S)NCc1ccco1,7%,-3,?,-20%,-1%,-12%,-9
C=C1/C(=C\C=C2/CCC[C@]3(C)[C@@H]([C@H](C)CCCC(C)(C)O)CC[C@@H]23)C[C@@H](O)C[C@@H]1O,15%,17,6%,177%[activator],9%,1%,33
Cc1ccc(C(C)C)c(OCCn2ccnc2C)c1,12µM*,-1,?,7%,-1%,18%,.
CC1CCN(c2ccccc2NC(=O)c2cc3ccccc3o2)CC1,20%,1,-19%,-29%,-1%,4%,-12
CCCOc1ccc(C2C(=O)N(C3CCCCC3)CC(=O)N2CCCOCC)cc1OC (centres undefined),73%[activator],-3,?,115%[activator],-2%,-1%,-18
CC1N=C2c3ccccc3N=C(SCc3cc(=O)n4cc(Cl)ccc4n3)N2C1=O (centres undefined),5%,1,?,-34%,-4%,2%,-6
Cc1ccc(N(CC(=O)NCCSc2ccccn2)S(=O)(=O)c2ccc(F)cc2)cc1,?,1,?,-3%,2%,0%,-6
O=C(O)c1ccccc1NS(=O)(=O)c1cccc2nsnc12,0%,4,0%,2%,0%,2%,-9
Cn1c(=O)cc(SCC(=O)N2CCCC2)c2ccccc21,92%[activator],-3,4%,-14%,-10%,0%,-2
COCCNC(=O)C1CC2Cn3c(nc4cc(C)c(C)cc43)C2N1C (centres undefined),27%,-2,1%,6%,4%,-3%,4
CCCc1cc(=O)[nH]c(SCc2cccnc2)n1,-9%,-1,-3%,-16%,0%,-1%,6
Cc1ccc(S(=O)(=O)N(C(=O)c2ccncc2)c2ccc(OC(=O)c3ccncc3)c3ccccc23)c(C)c1,9.3µM*,-6,.,67%[activator],-30%,-14%,-10
COc1cccc(CN2C(=O)N(C(C)C)C(N(O)C(=O)NC(C)C)C2(C)C)c1OC (centres undefined),6%,-2,-7%,15%,2%,-6%,-7
O=C(C1CCCO1)N1CCN(C(=S)Nc2ccc(Br)cc2)CC1 (centres undefined),10%,-1,-2%,12%,-7%,1%,37
S=C1NCN(Cc2ccco2)CN1c1cccc2ccccc12,?,-1,?,-4%,10%,0%,2
CC(=O)NC(Cc1ccc(F)cc1)C(=O)NC1CCN(C(=O)Nc2ccccc2C)CC1 (centres undefined),22%,2,-23%,0%,-4%,0%,-20
CC(C)(CC(=O)O)CC(=O)Nc1ccc2c(c1)ncn2CCc1ccccc1,?,2,-8%,-17%,-2%,1%,0
CCn1c(SCC(=O)Nc2oc(-c3ccccc3)c(-c3ccccc3)c2C#N)nnc1-c1ccncc1,.,-1,4%,-21%,4%,0%,-17
COc1ccccc1NC(=O)C(C)OC(=O)c1cc2ccccc2[nH]1 (centres undefined),?,.,9.3µM*,-22%,.,5%,.
CN(C(=O)C1CCC1C(=O)O)c1nc(-c2ccc(Cl)s2)cs1 (centres undefined),-7%,9,0%,-20%,5%,-6%,26
CC12CN3CC(C)(CN(C1)C3c1cccs1)C2=O (centres undefined),?,11,13%,-18%,-1%,3%,-2
Cc1cc(NCCCCO)n2c(nc3ccccc32)c1C#N,27%,-1,10µM*,-10%,0%,1%,-2
COc1cc(/C=N/NC(=O)c2ccc(N3CCCC3=O)cc2)ccc1O,?,36*,45%[activator],-38%,-6%,-24%,56*
CCN(Cc1ccccc1)C(c1ccc(C)cc1)c1nnnn1C(C)(C)C (centres undefined),8.3µM*,-1,.,-11%,3%,-7%,-16
Cc1nnc(SCC(=O)N(C)c2ccccc2)n1Cc1ccccc1,?,0,7%,-12%,2%,-3%,3
CC(C)CCNC(=O)C(=O)NC1CCCC1,18%,11*,88%[activator],-10%,1%,-3%,37*
O=c1c2ccccc2n2c(=S)[nH]nc2n1-c1ccccc1,1%,2,1%,-9%,0%,?,-2
CCOCCCNCc1cccc(OCc2ccc(F)cc2)c1,12µM*,-4,?,23%,-2%,-2%,11
O=C(Nc1nccs1)c1sc2ccccc2c1Cl,47%[activator],30*,-37%,-23%,-11%,-6%,78*
CC(=O)Nc1ccc(NC(=O)C(C)OC(=O)c2cccs2)cc1 (centres undefined),18%,.,26%,-10%,.,0%,.
Cc1noc(C)c1CSCC(=O)Nc1cc(C(F)(F)F)ccc1N1CCCCC1,?,.,4.7µM*,23%,.,-18%,.
N#C/C(=C(/O)CCl)c1nc2c(s1)CCc1ccccc1-2,?,30*,-14%,-38%,3%,-6%,54*
O=C(CSc1nc2ccccc2n1Cc1ccc(Cl)cc1)N/N=C/c1ccc(C(=O)O)cc1,?,3,?,-29%,7%,3%,-12
O=C(O)CCS(=O)(=O)Cc1cccc(Cl)c1,85%[activator],5,32%[activator],-21%,4%,3%,-13
Cn1c(Cn2nnc3ccccc32)nnc1SCC(=O)Nc1ccc2c(c1)OCO2,.,-3,-9%,-20%,4%,11%,-2
Cc1ccc(C)c(NC2CCCCC2NS(=O)(=O)c2ccccc2)c1 (centres undefined),?,-2,?,-30%,6%,4%,17
COc1ccc(C2/C=C\CC(OCc3ccccc3)CC(=O)N2Cc2cccc(F)c2)cc1 (centres undefined),.,15,.,-14%,.,1%,-3
Cc1occc1C(=O)NCCCCNC(=O)c1ccoc1C,.,-3,-12%,-10%,2%,10%,-9
Cc1c(NC(=O)c2cccs2)c(=O)n(-c2ccccc2)n1C,-1%,3,10%,-1%,2%,0%,-1
Cc1ncc([N+](=O)[O-])n1CC(=O)NC1CCCC1,26%,-3,7%,?,-1%,2%,-1
CCCC(=O)c1c(NCCO)cc(C)oc1=O,?,4,37%[activator],1%,1%,-1%,3
CCCN(c1ccc(OCC)cc1)S(=O)(=O)c1ccc2c(c1)NC(=O)CO2,18%,-8,0%,-23%,-7%,0%,-6
C/C(=N\N=C1\NC(=O)C(CC(=O)O)S1)c1ccccn1 (centres undefined),1.2µM*,0,10µM*,-14%,-4%,1%,-3

# New compounds follow.
SMILES,Pf growth 96h,CHX counter,Pf growth 48h,AmpC no deterg,LmPK inhibitor,TbPYK inhibitor,Shiga toxin inh
COc1ccc(-c2cc(C(F)(F)F)nc(N3CCN(C)CC3)n2)cc1,36%[activator],-4,13µM*,155%[activator],5%,-9%,-21
CCc1ccc(C(=O)C(C)OC(=O)Cc2n[nH]c(=O)c3ccccc23)cc1 (centres undefined),11%,1,-10%,-33%,2%,10%,-29
COc1c(C)cc(S(=O)(=O)N2CCOCC2)c(C)c1C,?,-6,7%,-1%,1%,-10%,-19
COc1cc(NC(=O)CN(C)S(=O)(=O)c2cccs2)cc(OC)c1,-14%,8,37%[activator],-24%,2%,4%,-8
CC(C)(C#CC(=O)O)OOC(c1ccccc1)(c1ccccc1)c1ccccc1,8.3µM*,-3,12µM*,-6%,-1%,0%,-5
CCCCOc1ccc(C2C3CN(C(=O)OCC)CC=C3C(C#N)=C(N)C2(C#N)C#N)cc1OC (centres undefined),.,7,12µM*,63%[activator],0%,2%,3
COc1cc2c(cc1OC)CN(CC(=O)NC(=O)NCc1ccco1)CC2,?,-3,?,-11%,-2%,0%,-32
Cc1cc(C(=O)CN2CC(C)OC(C)C2)c(C)n1-c1ccccc1 (centres undefined),-8%,13*,-18%,12%,-2%,-2%,50*
CC1CCCCN1CC(=O)c1c[nH]c2ccccc12 (centres undefined),43%[activator],-4,19%,-17%,-1%,-2%,23
CC(C)(C)n1c(=O)[nH]c2c(c1=O)CCC2,-11%,-3,-12%,-11%,2%,-8%,-17

# Reprinted at random: 3 records from the list.
SMILES,Pf growth 96h,CHX counter,Pf growth 48h,AmpC no deterg,LmPK inhibitor,TbPYK inhibitor,Shiga toxin inh
COc1cc(NC(=O)CN(C)S(=O)(=O)c2cccs2)cc(OC)c1,-14%,8,37%[activator],-24%,2%,4%,-8
CC(C)(C#CC(=O)O)OOC(c1ccccc1)(c1ccccc1)c1ccccc1,8.3µM*,-3,12µM*,-6%,-1%,0%,-5
CCc1ccc(C(=O)C(C)OC(=O)Cc2n[nH]c(=O)c3ccccc23)cc1 (centres undefined),11%,1,-10%,-33%,2%,10%,-29

# Later entries.
SMILES,Pf growth 96h,CHX counter,Pf growth 48h,AmpC no deterg,LmPK inhibitor,TbPYK inhibitor,Shiga toxin inh
O=C(NCc1cccnc1)c1cccc(S(=O)(=O)N2CCOCC2)c1,69%[activator],-5,-7%,-8%,2%,3%,-6
CCCCOc1cccc(-c2cc(C(=O)NNC(=S)NCC)c3ccccc3n2)c1,12µM*,28*,.,-46%,7%,3%,40
COc1ccccc1OCCC(=O)NCc1ccc2c(c1)OCO2,-26%,13,18%,-8%,7%,1%,45
O=C(c1c(F)cccc1F)N(C1CCCCC1)C1CCCCC1,-15%,-2,10µM*,-2%,-2%,11%,35
Cc1cc(Cl)c(S(=O)(=O)N2CCCCCC2)cc1OCC(=O)NC1CCCCC1,0.059µM*,0,.,47%,0%,.,13
O=c1[nH][nH]c(-c2ccccc2)c1C=Nc1ccc(OC(F)(F)F)cc1,?,-4,22%,-32%,11%,1%,-6
Cc1cccc(C(=O)NC(=O)Nc2c(C)cc(C)nc2C)c1,?,21*,311%[activator],-3%,-9%,2%,58*
c1ccc(OCc2nc(-c3ccccc3)no2)cc1,.,58*,141%[activator],-18%,-16%,2%,100*
CC(C)OC(=O)CC(=O)CSc1nc2c(cc1C#N)CCCCC2,80%[activator],52*,49%[activator],-22%,-2%,-6%,72*
O=C(CCc1ccncc1)N1CCCC(Nc2ccc(F)c(F)c2)C1 (centres undefined),13µM*,1,0%,0%,-1%,3%,-2
Cc1cc(Cl)ccc1C(=O)C1CCCN(C(=O)c2cnsn2)C1 (centres undefined),9%,8,-8%,20%,9%,-2%,-2
O=C(c1n[nH]c2ccccc12)N1CCCCC1,53%[activator],19,145%[activator],-13%,2%,-9%,6
COc1cccc(C(=O)NCCS(=O)(=O)N2CCCC2)c1,13%,.,-11%,-10%,.,-3%,.

# Compounds were not picked by outcome (roughly 22% active in at least one column).
